Mcl1 Bid PPI = disrupts binding of human Mcl-1 to Bid peptide | inhibition, % at 21.7 µM | AID 1021 | TR-FRET Mcl-1/Bid-Dy647 peptide binding, 1536-well | actives 0.97% (n = 220,000) | Q07820;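 active = compounds that cut the binding signal by more than half at the single screening dose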;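 also: His-tagged Mcl-1 with europium anti-His antibody binding Bid BH3 peptide; 0% = Mcl-1 plus peptide wells and 100% = peptide-only wells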
Target sequence (Q07820 whole entry, looked up): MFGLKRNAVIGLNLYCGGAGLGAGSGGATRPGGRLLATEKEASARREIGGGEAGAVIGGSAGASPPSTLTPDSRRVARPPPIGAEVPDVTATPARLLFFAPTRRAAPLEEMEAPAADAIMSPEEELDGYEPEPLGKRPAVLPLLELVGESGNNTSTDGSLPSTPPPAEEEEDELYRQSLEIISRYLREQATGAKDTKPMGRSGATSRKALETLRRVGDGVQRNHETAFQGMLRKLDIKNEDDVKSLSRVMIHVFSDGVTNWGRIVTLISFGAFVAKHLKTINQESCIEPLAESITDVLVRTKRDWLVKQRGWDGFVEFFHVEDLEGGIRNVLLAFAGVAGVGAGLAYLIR
Mcl1 Noxa PPI = Mcl-1/Noxa interaction inhibition; Q07820; TR-FRET Mcl-1/Noxa peptide binding, 2 h; inhibition, % at 21.7 µM; actives 1.5% (n = 220,000); AID 1022;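 active = compounds that cut the protein-peptide binding signal by more than 50% relative to plate controls in a single-dose test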;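 also: His-tagged Mcl-1 with rhodamine Noxa BH3 peptide and terbium anti-His antibody; 0% = Mcl-1 plus Noxa peptide wells and 100% = peptide-only wells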
HRas wt GTP bind = human HRas wildtype GTP binding, change in either direction; P01112; AID 759; GST-Ras wt beads, Bodipy-FL-GTP binding, flow cytometry; actives lie on both sides; actives 0.14% (n = 190,000); GTP binding activity, % at 10 µM;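 active = GTP binding activity at least 20% away from the 100% baseline, either lowered as inhibitor or raised as activator; inconclusive = flagged as likely green fluorescent, judged across all proteins in the well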;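 also: 0% = unlabeled GTP competition control and 100% = no-compound control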
Target sequence (P01112 whole entry, looked up): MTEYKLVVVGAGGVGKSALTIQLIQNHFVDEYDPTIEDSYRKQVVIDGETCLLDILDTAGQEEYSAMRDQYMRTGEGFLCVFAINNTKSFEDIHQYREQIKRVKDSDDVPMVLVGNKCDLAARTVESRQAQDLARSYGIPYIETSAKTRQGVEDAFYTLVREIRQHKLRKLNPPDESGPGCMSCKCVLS
Rab2 wt GTP = changes GTP binding to wildtype dog Rab2A, up or down | AID 760 | GTP binding activity, % at 10 µM | GST-Rab2 wt beads, Bodipy-GTP binding, flow cytometry | P61105 | actives 0.19% (n = 190,000);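 active = GTP binding activity at least 20 points away from 100%, either lowered or raised; inconclusive = signal likely due to the compound's own green fluorescence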;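 also: 0% = beads with excess unlabeled GTP and 100% = no-compound control corrected for plate trend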
Rab7 wt modul = alters GTP binding to wildtype dog Rab7; GST-Rab7 beads, fluorescent GTP binding, flow cytometry; actives lie on both sides; untreated = 100%, excess cold GTP = 0%; GTP binding activity (percent of control), % at 10 µM; actives 0.055% (n = 190,000);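 active = fluorescent GTP binding to Rab7 beads changed by at least 20 points from the 100% baseline, either direction, mostly lower; inconclusive = compound itself probably fluorescent, or too few beads counted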;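 also: median green fluorescence of bound Bodipy-FL-GTP per Rab7 bead population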
Rac1 wt GTP bind = human Rac1 wildtype GTP binding, inhibitors and activators | actives 0.27% (n = 190,000) | GTP binding activity (% of control), % at 10 µM | P63000 | GST-Rac1 beads, fluorescent GTP binding, flow cytometry; actives lie on both sides; 0 = cold GTP competed, 100 = untreated;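 active = GTP binding activity at least 20 points away from the 100% control level, either lower or higher; inconclusive = compound flagged as likely green fluorescent, judged across all proteins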
Cdc42 wt = human Cdc42 wildtype GTP binding change, either direction; actives 0.2% (n = 190,000); P60953; percent activity (GTP binding), % at 10 µM; GST-Cdc42 beads, Bodipy-GTP binding, flow cytometry; actives lie on both sides;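 active = percent activity GTP binding at least 20 points away from the 100% baseline, either down as inhibitor or up as activator; inconclusive = compound flagged as likely green fluorescent from well-wide comparison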;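 also: median bead fluorescence of bound Bodipy-FL-GTP at 100 nM; 0% = excess unlabeled GTP control and 100% = no compound control; below 100% means less GTP binding so inhibitor and above means activator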
Target sequence (P60953 whole entry, looked up): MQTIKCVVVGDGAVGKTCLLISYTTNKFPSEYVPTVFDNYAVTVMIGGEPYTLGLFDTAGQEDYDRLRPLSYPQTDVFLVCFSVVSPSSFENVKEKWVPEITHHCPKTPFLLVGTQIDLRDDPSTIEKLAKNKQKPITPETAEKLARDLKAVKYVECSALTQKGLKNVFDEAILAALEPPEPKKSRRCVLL
Rac1 mut GTP = human Rac1 activated mutant GTP binding change | GST-Rac1 activated beads, fluorescent GTP binding, flow cytometry; actives lie on both sides; 100% means binding = to untreated wells | percent activity (GTP binding), % at 10 µM | actives 0.11% (n = 190,000) | AID 764;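 active = GTP binding at least 20 percentage points away from the 100% baseline, in either direction, so actives lie on both sides; inconclusive = Compound likely fluorescent itself, or too few beads counted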
Bim-Mcl-1 = human Bim-Mcl-1 interaction inhibition | inhibition, % at 10 µM | Bead-based flow cytometry, Bim peptide-Mcl-1 binding | Q07820 | actives 0.1% (n = 190,000) | AID 1009; in the data active = inhibition above about 40%;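 also: 0% = no compound tracer wells and 100% = peptide blocker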
Pf gamet viab = inhibitors of late stage P. falciparum gametocyte viability; P. falciparum stage V gametocytes, ATP luminescence, 24 h; inhibition, % at 10.9 µM; actives 0.065% (n = 150,000); AID 743093;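 active = inhibition above the mean plus 3 SD of compounds within the control limits, set per campaign, cut at about 38% in these data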;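 also: 0% = DMSO wells and 100% = medium only without gametocytes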
Avidin bead fluor = compound fluoresces at 488/530 nm on avidin beads; fluorescence (KMESF) at 10 µM; compound fluorescence 488/530 nm, flow cytometry; active compounds read high; actives 0.38% (n = 220,000); in the data active = fluorescence above about 47; also: inactives centre near 10
* = called active by the depositor; ? = inconclusive; . = not tested or not shown.

SMILES	Mcl1 Bid PPI	Mcl1 Noxa PPI	HRas wt GTP bind	Rab2 wt GTP	Rab7 wt modul	Rac1 wt GTP bind	Cdc42 wt	Rac1 mut GTP	Bim-Mcl-1	Pf gamet viab	Avidin bead fluor
COc1cc(NC(=O)c2ccc(S(=O)(=O)N(C)C)cc2)cc(OC)c1OC	-25	-1	98	100	98	101	100	98	10	6	3
CC(=O)Nc1ccc2[nH]c3ccccc3c2c1	-28	-18	101	102	103	108	102	101	-1	.	21
C=CCNC(=O)c1cc2c(=O)c3ccccc3oc2nc1C	-6	0	98	97	94	98	99	96	1	.	7
Cc1occc1C(=O)NNC(=O)c1ccccc1C(=O)O	-13	7	95	94	98	88	90	92	-4	-20	6
CC1C2=C(CC(C)(C)CC2=O)NC2=C1C(=O)CC(C)(C)C2	-32	7	94	96	99	95	95	96	1	.	6
COc1ccc(Cl)cc1-c1nc(N)nc(NC2CCCCC2)n1	-17	-4	102	103	103	103	97	97	-3	8	3
C=CCN(CC=C)S(=O)(=O)c1ccc(F)cc1	-43	-8	98	98	99	97	97	97	-1	.	19
O=C1NCCN1C(=O)c1ccco1	-28	-3	100	100	101	104	103	99	-3	-1	12
COc1cc(C(=O)O)nc(OC)n1	-5	8	98	99	104	99	102	99	0	.	5
CCn1c(COc2cccc(C)c2C)nnc1SCC(=O)N1CCN(c2ccc(OC)cc2)CC1	-14	33	103	102	104	105	103	97	-1	-16	23
CCOCCCNC(=S)NCCCNc1nc2cc3c(cc2cc1C#N)OCO3	-19	11	93	88	91	96	90	94	-1	.	15
COc1ccc(Oc2nc(C)cc(C)c2S(C)(=O)=O)cc1	2	7	105	102	98	105	107	101	-2	.	8
O=C(COC(=O)c1ccc(-c2ccc([N+](=O)[O-])cc2)o1)NC(=O)NC1CCCCC1	-4	13	98	95	97	100	98	96	1	.	14
O=C(NCc1ccco1)C(=O)NCC1OCCN1S(=O)(=O)c1ccc(Cl)cc1 (configuration not stated)	0	16	100	100	96	103	98	100	0	.	7
Cc1[nH]n(-c2ccc([N+](=O)[O-])cc2)c(=O)c1C=NCCc1ccc(S(N)(=O)=O)cc1	24	13	99	101	101	101	102	97	-1	-5	8
CC(=O)Nc1c(-c2ccccc2)nc2ncccn12	-18	-21	97	97	97	102	95	98	-6	.	4
N#CCCN(Cc1cccnc1)C(=O)Nc1ccc(Cl)c(Cl)c1	-18	8	103	101	102	110	106	105	3	.	7
CCn1c(NC(=O)C2CCCCC2)nc2ccccc21	3	16	103	103	94	105	105	100	2	.	20
CCOC(=O)C(CC)(CC)C(=O)/C=C/c1ccc(Br)cc1	-7	2	98	95	96	98	99	95	-3	.	8
CCOC(=O)c1c(NC(=O)c2ccco2)n(C2CCCCC2)c2nc3ccccc3nc12	-8	23	98	94	97	103	96	93	-3	.	22
CC1(C)OC(=O)C(C(c2ccccc2)C(C#N)C(N)=O)=C(O)O1 (configuration not stated)	0	3	97	99	98	99	101	98	-6	-30	7
O=C(Cn1cc2c(n1)CCCC2)NCCc1ccccc1	-6	10	98	98	99	102	102	96	-3	.	26
CC(CCc1ccccc1)NC(=O)C1CCN(C(=O)c2sccc2-n2cccc2)CC1 (configuration not stated)	-17	6	105	107	101	110	107	102	0	.	8
CCOC(=O)N1CCN(C2=Nc3cccc4cccc2c34)CC1	-8	5	102	102	104	99	97	96	0	.	11

Five compounds out of the list, ordered by molecular weight, ascending.
SMILES	Mcl1 Bid PPI	Mcl1 Noxa PPI	HRas wt GTP bind	Rab2 wt GTP	Rab7 wt modul	Rac1 wt GTP bind	Cdc42 wt	Rac1 mut GTP	Bim-Mcl-1	Pf gamet viab	Avidin bead fluor
CCn1c(NC(=O)C2CCCCC2)nc2ccccc21	3	16	103	103	94	105	105	100	2	.	20
O=C(Cn1cc2c(n1)CCCC2)NCCc1ccccc1	-6	10	98	98	99	102	102	96	-3	.	26
CCOC(=O)N1CCN(C2=Nc3cccc4cccc2c34)CC1	-8	5	102	102	104	99	97	96	0	.	11
CCOC(=O)C(CC)(CC)C(=O)/C=C/c1ccc(Br)cc1	-7	2	98	95	96	98	99	95	-3	.	8
O=C(NCc1ccco1)C(=O)NCC1OCCN1S(=O)(=O)c1ccc(Cl)cc1 (configuration not stated)	0	16	100	100	96	103	98	100	0	.	7

Additional results follow:
SMILES	Mcl1 Bid PPI	Mcl1 Noxa PPI	HRas wt GTP bind	Rab2 wt GTP	Rab7 wt modul	Rac1 wt GTP bind	Cdc42 wt	Rac1 mut GTP	Bim-Mcl-1	Pf gamet viab	Avidin bead fluor
COC(=O)c1nc2n(n1)C(c1ccc(OC)c(OC)c1OC)C1=C(CCCC1=O)N2 (configuration not stated)	-19	-4	93	93	97	92	94	94	-3	.	16
Cc1cc(=O)oc2cc(OC(C)C(=O)NCC3CCCO3)ccc12 (configuration not stated)	5	11	99	98	100	99	97	95	-6	13	9
COc1ccccc1CN1CCNC(=O)C1CC(=O)NCc1c(C)n[nH]c1C (configuration not stated)	-6	17	?	?	?	?	?	?	-3	-19	12
Cc1ccc(Cl)c(OC(=O)c2nn(C(C)C)c(=O)c3ccccc23)c1	19	3	96	98	99	96	98	97	23	16	12
CCc1ccc([C@@H]2C[C@H]3CN(Cc4ccccc4OC)C(=O)[C@]34CCCN24)cc1	-15	9	94	95	95	95	94	92	0	-50	10
O=C(O)c1c[nH]c2ccc(S(=O)(=O)N3CCOCC3)cc12	-20	-5	96	94	97	98	98	96	-3	.	17
CCC[C@@H]1C[C@@H](C(=O)N[C@@H](C2O[C@H](SC)[C@H](O)[C@@H](O)[C@H]2O)[C@H](C)Cl)N(C)C1 (some centres not stated)	-26	-24	93	96	95	98	94	95	0	.	10
CSCC[C@@H](C(=O)NCc1cccs1)N1Cc2ccccc2C1=O	-5	5	?	?	?	?	?	?	-2	.	10
O=C(CN1C2=NCCN2c2ccccc21)c1ccc(Br)s1	-13	23	103	104	100	105	104	101	-1	.	13
C#CC(=O)N(c1cccc(OC)c1)C(C(=O)NC1CCCC1)c1cccs1 (configuration not stated)	-23	5	102	102	100	100	101	101	1	.	10
CC1OC(Oc2ccc3ccc(=O)oc3c2-c2c(O)ccc3cc(Oc4ccc5ccc(=O)oc5c4)c(=O)oc23)C(O)C(O)C1O (configuration not stated)	-20	13	99	101	100	101	99	96	-2	.	10
CCS(=O)(=O)N1CCN(C(=O)COc2ccc(-c3ccccc3)cc2)CC1	-39	11	105	101	103	109	106	99	-2	-31	11
Cc1ccc(NC(=O)CCn2cccc2)cc1F	-19	-4	101	99	96	102	101	99	0	.	6
COc1cccc(C(=O)NC(=S)Nc2ccc(N3CCCC3)cc2)c1	-33	10	103	102	102	107	105	100	-3	4	37
Cc1ccc(-c2noc(CSc3nnc(-c4ccncc4)n3-c3ccc(F)cc3)n2)cc1	-18	-4	103	105	94	100	105	102	-1	.	14
COc1ccccc1OCC(=O)N/N=C1\CCc2ccccc21	-29	-2	96	94	94	96	95	94	4	.	10
CCSc1nnc(-c2cc(Br)ccc2N=Cc2c(C)[nH]n(-c3ccccc3)c2=O)c(=O)[nH]1	-22	23	?	?	?	?	?	?	2	.	9
CCCC(=O)Nc1ccc(C(N)=O)cc1	-43	-1	100	96	104	98	94	95	-2	-15	8
COc1ccccc1C(=O)C1CCCN(C(=O)Nc2ccccc2F)C1 (configuration not stated)	-21	0	94	96	97	97	95	95	-3	.	1
Fc1ccc(-c2onc3ccc(C4OCCO4)cc23)cc1	-1	3	89	97	95	89	99	90	1	1	10
O=C(Cc1ccccc1)Nc1nnc(-c2cccc([N+](=O)[O-])c2)s1	-7	18	103	100	100	104	106	101	-4	-24	6
FC(F)(F)c1cccc(NC(=S)N2CCN(c3cccc(C(F)(F)F)c3)CC2)c1	-21	.	97	95	93	93	97	94	0	.	10
COc1ccc(-c2nc(CSCC(=O)NCc3ccc4c(c3)OCO4)c(C)o2)cc1	-9	2	?	?	?	?	?	?	1	.	9
Cc1ccc(C(C(=O)NC2CCCCC2)N(Cc2ccco2)C(=O)Cc2c[nH]c3ccccc23)o1 (configuration not stated)	-7	-21	97	93	96	95	96	95	1	0	9
O=C(NNC(=S)NC1CCCCC1)c1sc2ccccc2c1Cl	-56	-49	92	88	97	93	90	91	13	-17	2
COc1ccc(CNC(=O)CN(Cc2ccc(Cl)cc2)S(=O)(=O)c2ccccc2)cc1	-4	6	98	99	100	106	99	102	-2	7	6
CC(=O)CSc1nc(N)c(C#N)c(-c2cccs2)c1C#N	3	-29	95	96	96	102	98	96	-3	.	37
S=c1nc(-c2ccccc2)n(CCCN2CCOCC2)c2c1CCCC2	-71	-4	98	97	95	97	93	94	0	.	14
COC(=O)Nc1ccc(S(=O)(=O)Nc2ccccc2F)cc1	-35	24	101	98	98	102	103	101	0	-1	31
COc1ccc(-c2[nH]ncc2CN(C)Cc2cccnc2)c(F)c1	-6	25	99	98	96	101	99	96	-1	-13	12
O=c1c(Cl)c(O)c2cccc3c4ccccc4n1c23	18	65*	97	95	100	96	96	94	-3	-17	11
COc1ccc(C2=Nn3c(nnc3-c3ccco3)SC2)cc1	-10	8	?	?	?	?	?	?	8	1	11
CCc1ccc(/C=C2\CN(CC)Cc3c2nc2ccccc2c3C(=O)O)cc1	-6	34	102	101	102	102	104	102	-4	-41	18

Rewritten as a markdown table: part of the list above
| SMILES | Mcl1 Bid PPI | Mcl1 Noxa PPI | HRas wt GTP bind | Rab2 wt GTP | Rab7 wt modul | Rac1 wt GTP bind | Cdc42 wt | Rac1 mut GTP | Bim-Mcl-1 | Pf gamet viab | Avidin bead fluor |
| --- | --- | --- | --- | --- | --- | --- | --- | --- | --- | --- | --- |
| Cc1ccc(-c2noc(CSc3nnc(-c4ccncc4)n3-c3ccc(F)cc3)n2)cc1 | -18 | -4 | 103 | 105 | 94 | 100 | 105 | 102 | -1 | . | 14 |
| CCSc1nnc(-c2cc(Br)ccc2N=Cc2c(C)[nH]n(-c3ccccc3)c2=O)c(=O)[nH]1 | -22 | 23 | ? | ? | ? | ? | ? | ? | 2 | . | 9 |

By substructure, those above with bromine (3)
SMILES	Mcl1 Bid PPI	Mcl1 Noxa PPI	HRas wt GTP bind	Rab2 wt GTP	Rab7 wt modul	Rac1 wt GTP bind	Cdc42 wt	Rac1 mut GTP	Bim-Mcl-1	Pf gamet viab	Avidin bead fluor
CCOC(=O)C(CC)(CC)C(=O)/C=C/c1ccc(Br)cc1	-7	2	98	95	96	98	99	95	-3	.	8
O=C(CN1C2=NCCN2c2ccccc21)c1ccc(Br)s1	-13	23	103	104	100	105	104	101	-1	.	13
CCSc1nnc(-c2cc(Br)ccc2N=Cc2c(C)[nH]n(-c3ccccc3)c2=O)c(=O)[nH]1	-22	23	?	?	?	?	?	?	2	.	9

Screening results deposited in PubChem by several laboratories.

This is a random part of the collection. About 2.7% of those tested had a hit in this group.
